From PubChem BioAssay
TIM10 inh: TIM10 yeast growth inhibition. S. cerevisiae TIM10 strain growth, BacTiter-Glo luminescence, 24 h. 330,000 compounds, 1.4% hits. inhibition, % at 10 µM;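 active = inhibition of 40% or more at the single tested concentration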;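 also: wild-type TIM10 isogenic control strain grown at permissive 25 °C; 0% = DMSO yeast wells and 100% = minimal medium wells without yeast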
tim10-1 inh: growth inhibitors of tim10-1 mutant yeast | inhibition, % at 20 µM | S. cerevisiae tim10-1 ts strain growth, BacTiter-Glo, 24 h | 330,000 compounds, 2.2% hits;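 active = inhibition of at least 40%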;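 also: mutant grown at 25 °C; 0% = DMSO wells with yeast and 100% = wells holding no yeast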
Mdm2-MdmX inh: inhibitors of human Mdm2/MdmX interaction; O15151+Q00987; SaOS-2 split-luciferase Mdm2/MdmX complementation, luminescence; inhibition, % at 8 µM; 330,000 compounds, 3% hits;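 active = inhibition of at least 50% at 8 µM in the primary screen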
tim23-1 inh: growth inhibitors of tim23-1 mutant yeast; S. cerevisiae tim23-1 growth, BacTiter-Glo luminescence, 24 h; inhibition, % at 20 µM; 330,000 compounds, 1.3% hits; AID 463212;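 active = growth inhibition of the mutant yeast at or above 50%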;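 also: temperature-sensitive mutant grown at 25 °C; plate controls were DMSO-treated mutant yeast for no effect and medium wells lacking yeast for full effect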
APJ antagonist: antagonists of human APJ apelin receptor; P35414; CHO-K1 APJ beta-arrestin complementation, luminescence; inhibition, % at 20 µM; 330,000 compounds, 0.32% hits;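 active = inhibition above about 40% at 20 µM, limit read from the data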;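 also: cells challenged with 10 nM apelin-13 agonist together with compound; plate controls were apelin-13 plus DMSO wells for no effect and DMSO wells lacking apelin-13 for full effect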
Target sequence (P35414 whole entry, looked up): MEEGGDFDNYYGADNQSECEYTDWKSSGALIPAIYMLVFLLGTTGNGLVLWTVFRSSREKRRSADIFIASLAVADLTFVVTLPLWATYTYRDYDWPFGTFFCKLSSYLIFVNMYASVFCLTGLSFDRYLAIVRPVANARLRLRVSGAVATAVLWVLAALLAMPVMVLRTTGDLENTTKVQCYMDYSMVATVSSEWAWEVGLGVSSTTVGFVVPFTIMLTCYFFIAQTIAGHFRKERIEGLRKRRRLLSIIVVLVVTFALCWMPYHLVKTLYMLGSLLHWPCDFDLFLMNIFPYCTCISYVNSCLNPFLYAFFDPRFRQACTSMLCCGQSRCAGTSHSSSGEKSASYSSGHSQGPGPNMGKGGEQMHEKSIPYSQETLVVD
CXCR6 inh: blocks human CXCR6 beta-arrestin recruitment | 360,000 compounds, 0.36% hits | CHO-K1 PathHunter CXCR6 beta-arrestin, luminescence | AID 602244 | inhibition, % at 20 µM | O00574; in the data active = inhibition above about 34%, passing the limit was not always enough;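 also: antagonist mode with CXCL16 agonist at 10 nM final; 0% = 10 nM CXCL16 with DMSO and 100% = unstimulated wells without agonist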
Target sequence (O00574 whole entry, looked up): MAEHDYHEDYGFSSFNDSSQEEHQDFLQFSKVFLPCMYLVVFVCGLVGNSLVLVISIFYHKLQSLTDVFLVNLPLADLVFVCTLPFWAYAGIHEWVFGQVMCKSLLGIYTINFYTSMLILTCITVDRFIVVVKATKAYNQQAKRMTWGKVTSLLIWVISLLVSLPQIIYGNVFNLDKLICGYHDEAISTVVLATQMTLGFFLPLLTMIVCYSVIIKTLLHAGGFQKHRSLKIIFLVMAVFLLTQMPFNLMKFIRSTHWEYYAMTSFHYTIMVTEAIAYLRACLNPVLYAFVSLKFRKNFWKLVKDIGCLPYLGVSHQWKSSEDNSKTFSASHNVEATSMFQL
APJ agonist: APJ receptor agonism. P35414. CHO-K1 APJ PathHunter beta-arrestin, luminescence; 0% DMSO wells, 100% apelin. activation, % at 20 µM. 330,000 compounds, 0.11% hits. AID 2520;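 active = activation more than six SD over the plate average, tested at 20 µM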;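 also: 0% = DMSO alone and 100% = apelin-13 at 10 nM; some results filed as inactive read as strong as hits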
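Assay system: engineered CHO-K1 APJ arrestin reporter cells; Amount: 1000 CHO-K1 reporter cells seeded per well; Dosing: one dose, 20 µM compound, 1% DMSO; Times: compound stimulation 90 min at 25 °C, detection 60 min; Measured by: luminescent beta-gal fragment complementation, chemiluminescent substrate; Read-out: APJ–arrestin association signal; Controls: DMSO vs Apelin-13 10 nM.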
UPR CHOP act: activators of apoptotic arm of unfolded protein response (CHOP); CHO-CHOP luciferase reporter, UPR activation, luminescence; percent of tunicamycin response over DMSO baseline; activation, % at 10 µM; 330,000 compounds, 0.34% hits;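 active = at 10 µM dose, activation of 40% or more, normalized to positive control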;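 also: 100% = tunicamycin at 10 µg/mL and 0% = DMSO alone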
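Test system: CHO CHOP reporter cells. Input: 500 CHO-CHOP cells per well. Medium: F12 with 10% FBS. Technique: luciferase luminescence. Measure: percent activation relative to tunicamycin control. Dosing: 10 µM compound, 0.5% DMSO. Timing: 16-18 h cell attachment, then 6 h compound exposure, 37 °C.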
XBP1 UPR activ: adaptive UPR (XBP1) activation; CHO-XBP1 luciferase reporter, IRE1-XBP1 UPR activation, luminescence; percent of tunicamycin response, DMSO as zero; activation, % at 20 µM; 330,000 compounds, 0.33% hits; AID 463104;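 active = versus positive control, 20 µM dose yields 30% or more activation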;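 also: 100% = tunicamycin at 10 µg/mL and 0% = DMSO only wells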
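assay system = CHO-XBP1 luciferase reporter cells | amount = 1000 cells/well | buffer or medium = F12 plus 10% FBS | compound dosing = single point, 20 µM final compound, 1% DMSO | incubation = 16-18 h cell attachment at 37 °C, then 6 h compound exposure | detection = Steady-Glo luminescence read | controls = tunicamycin 10 µg/mL and vehicle-only wells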
Starred values were filed as active, the others as inactive.

Values in the order – TIM10 inh	tim10-1 inh	Mdm2-MdmX inh	tim23-1 inh	APJ antagonist	CXCR6 inh	APJ agonist	UPR CHOP act	XBP1 UPR activ
- N=Nc1c(O)n(CC(=O)Nc2ccccc2)c2ccccc12
→ 7	20	-12	14	-15	-4	-3	1.6	-3
- Cc1nn(-c2ccccc2)c(Cl)c1/C=C/C(=O)c1ccc(O)cc1
→ 18	0	-7	51*	8	9	1	6.7	6
- Clc1ccc(-c2nnc(-c3ccc(Br)cc3)c(N3CCSCC3)n2)cc1
→ 28	21	-11	9	3	12	-2	2.1	1
- O=C(Cc1ccccc1[N+](=O)[O-])NNC(=O)c1cccs1
→ 3	5	20	-10	-1	-7	-3	1.5	1
- CC(CC(C)C(=O)N1CCOCCN(C(=O)C(C)CC(C)C(=O)O)CCOCC1)C(=O)O (stereo not drawn)
→ 0	6	1	-1	12	11	-4	2.4	-1
- O=C(CSc1nccn1Cc1ccco1)Nc1ccccc1
→ 2	17	-9	17	-2	3	1	2.5	0
- COc1cccc(OCc2nc3ncc(Br)cc3[nH]2)c1
→ 19	27	43	23	10	2	0	2.1	8
- CC(=O)NS(=O)(=O)c1ccc(N2C(=O)c3ccccc3C2=O)cc1
→ 11	7	15	6	15	5	-3	-0.4	3
- O=[N+]([O-])c1ncc(Br)cc1Nc1ccccc1
→ 13	3	16	-16	1	-19	7	-0.8	5
- Cc1sc2c(c1C)c(=O)n(-c1cccc(C(F)(F)F)c1)c(=O)n2CC(=O)NCc1ccco1
→ 0	2	7	14	-36	-2	10	-2.8	3
- COc1cccc(CN(C(=O)c2ccccc2Cl)C2CCS(=O)(=O)C2)c1 (stereo not drawn)
→ 4	20	-6	12	18	-3	5	5.1	-2
- COCc1nnc(NC(=O)CSc2ccc(C)cc2)s1
→ 13	33	10	27	11	-2	-1	1.3	-3
- N#Cc1c(N)nc2c(c1-c1ccncc1)CCCCC2
→ 12	24	21	20	9	2	-4	-1.7	2
- NC(=O)c1ccc(NC(=O)COC(=O)c2ccc(Cl)nc2)cc1
→ -2	10	-15	-3	-12	-5	1	0.2	2
- Cc1cccc(NC(=O)C(C)SCc2nc3sc(C)c(C)c3c(=O)[nH]2)n1 (stereo not drawn)
→ 12	14	-4	22	-11	-11	2	3.0	-5
- N#Cc1sc2nc(-c3cccs3)cc(-c3ccc(F)cc3)c2c1N
→ 13	10	20	3	6	7	0	0.8	4
- CCCc1c(C(=O)Nc2ccc(N3CCOCC3)cc2)cnn1-c1ccccc1
→ 7	4	4	7	11	5	3	0.4	-1
- COc1ccc(CCn2c(NN=C3CCCC3)nc3c2c(=O)[nH]c(=O)n3C)cc1
→ 11	7	12	4	-67	-24	9	0.4	-1
- CCOc1ccc(CCNC(=O)COC(=O)Cn2cnc3c2c(=O)n(C)c(=O)n3C)cc1OCC
→ 5	11	8	-8	3	-1	-6	-2.2	0
- O=C(O)/C=C/c1ccc(OCc2cccc(F)c2)cc1
→ 11	22	-5	29	12	1	1	-0.6	-3

Of the compounds above, these have an NH in an aromatic ring.
Values in the order – TIM10 inh	tim10-1 inh	Mdm2-MdmX inh	tim23-1 inh	APJ antagonist	CXCR6 inh	APJ agonist	UPR CHOP act	XBP1 UPR activ
- COc1cccc(OCc2nc3ncc(Br)cc3[nH]2)c1
→ 19	27	43	23	10	2	0	2.1	8
- Cc1cccc(NC(=O)C(C)SCc2nc3sc(C)c(C)c3c(=O)[nH]2)n1 (stereo not drawn)
→ 12	14	-4	22	-11	-11	2	3.0	-5
- COc1ccc(CCn2c(NN=C3CCCC3)nc3c2c(=O)[nH]c(=O)n3C)cc1
→ 11	7	12	4	-67	-24	9	0.4	-1

Additional records:
Values in the order – TIM10 inh	tim10-1 inh	Mdm2-MdmX inh	tim23-1 inh	APJ antagonist	CXCR6 inh	APJ agonist	UPR CHOP act	XBP1 UPR activ
- CC12CCC(C(=O)NCc3ccccn3)(OC1=O)C2(C)C (stereo not drawn)
→ 2	13	10	0	14	-5	-1	-0.6	2
- O=S(=O)(N/N=C/c1ccccc1OCc1ccc(Cl)cc1)c1ccccc1
→ 25	9	30	19	19	11	-6	2.5	4
- O=C(NC1CCCCC1)C(c1ccc(F)cc1)N(Cc1ccc2c(c1)OCO2)C(=O)c1cnsn1 (stereo not drawn)
→ 5	1	11	9	0	14	-8	-0.7	-2
- Cc1ccc(C(=O)NC(=S)Nc2ccccc2C(F)(F)F)cc1
→ 40*	26	12	28	5	12	-3	-0.5	-1
- CCN(CC1CCCN(CCc2cccc(OC)c2)C1)C(=O)C=C(C)C (stereo not drawn)
→ -9	3	14	4	4	2	0	-1.0	3
- O=C(c1cccc(Cl)c1)C1CCCN(S(=O)(=O)c2ccccc2)C1 (stereo not drawn)
→ 6	27	24	43	0	4	-5	0.2	-3
- Oc1cccc(/C=N/NC(=S)NCCN2CCOCC2)c1O
→ 8	-9	22	13	-17	-11	-2	-0.5	0
- Cc1cccc(OCC(=O)NCCCNC(=O)c2ccco2)c1
→ -17	3	-3	4	-1	1	-1	-2.4	-1
- O=C(Nc1ccc(Cl)cc1F)C1CC1c1ccccc1 (stereo not drawn)
→ -25	16	-3	33	-19	-17	-4	3.0	0
- CCOC(=O)Cc1[nH]nc2c1C(Cc1ccccc1)C(C#N)=C(N)O2 (stereo not drawn)
→ -1	1	0	16	-14	-4	-1	-1.7	2
- O=C(NCCCN1CCOCC1)c1ccc(/C=C2\Oc3ccccc3N(Cc3ccccc3F)C2=O)cc1
→ 9	47*	48	42	-2	4	0	0.9	-3
- Cc1ccc(C(=O)c2cn[nH]c2-c2cc(Cl)ccc2O)cc1
→ 28	-3	4	38	11	6	2	-1.1	-3
- COc1ccc(C2C(C(=O)c3ccco3)=C(O)C(=O)N2Cc2cccnc2)cc1OC (stereo not drawn)
→ -6	1	-6	-4	1	-6	0	-0.2	0
- N#Cc1ccc(CN2CCN(C(=O)CC(NC(=O)c3ccccc3)c3ccccc3)CC2)cc1 (stereo not drawn)
→ -3	12	-6	10	2	4	-1	-1.9	-3
- CN1CCN(NC(=O)CN2C(=O)/C(=C/c3ccccc3Cl)SC2=S)CC1
→ 18	24	2	14	15	-2	-4	-0.7	-2
- COc1cccc(NC(=O)CN2C(=O)c3cccnc3Oc3ccc(Cl)cc32)c1
→ -1	12	6	13	-48	5	-3	-0.6	-3
- Cc1ccc(NC(=O)CCNC(=O)c2ccc(Br)cc2)nc1
→ 0	-5	-23	-12	0	-8	1	4.0	-2
- Cc1cc(NC(=O)c2ccc3nc(-c4ccccc4)c(-c4ccccc4)nc3c2)no1
→ -16	1	39	-21	18	-2	0	7.8	13
- COc1ccc(NC(=O)CN(C)CC(=O)Nc2ccc(Cl)cc2F)cc1
→ 5	-5	-40	11	-7	3	-2	-1.1	-1
- COc1cccc(C2c3c(oc4ccccc4c3=O)C(=O)N2CCCN(C)C)c1OC (stereo not drawn)
→ -7	3	18	6	-20	3	-3	-2.3	0
- CCOc1ccc(CN2CCNC(=O)C2CC(=O)NCC2CCOCC2)cc1 (stereo not drawn)
→ -7	-5	33	6	5	-2	6	0.9	-2
- COc1ccccc1C(=O)Nc1ccc2c(c1)n(C)c(=O)n2C
→ 0	13	44	12	9	0	0	1.9	1
- COc1ccc(OC)c(S(=O)(=O)Nc2c(NC3CCCCC3)c3ccccc3oc2=O)c1
→ 16	31	33	32	11	5	-4	0.2	0
- O=C(C1CC1)N1CCc2cc(Br)cc(S(=O)(=O)N3CCCCCC3)c21
→ 47*	-2	-30	-33	-24	5	-1	-4.2	-1
- COc1ccc(/C=C/C(=O)Nc2ccc3c(c2)OCCO3)cc1OC
→ 0	-60	11	24	-14	-6	1	1.6	-1
- CCN1C(=O)N[C@@H](CCc2ccccc2)C(C(C)=O)=C1C
→ -2	-23	0	-1	-28	14	8	-0.6	-2
- Cc1cc(-n2c(C)cc(C(=O)CSc3nnnn3-c3ccc(Cl)cc3)c2C)no1
→ -5	-13	31	1	-19	8	1	0.9	-4
- COc1ccccc1NC(=S)NC(NC(=O)c1ccco1)C(Cl)(Cl)Cl (stereo not drawn)
→ 11	7	-15	12	-6	-16	0	0.2	-2
- Nc1ncc2c(n1)CCN(c1ccc([N+](=O)[O-])cc1)C2
→ -6	-12	-4	-16	6	2	-1	0.5	-4
- COc1ccc(CC(=O)NNC2=Nc3cccc4cccc2c34)cc1OC
→ 8	-12	19	-5	17	5	1	2.5	-3
- O=C(CCc1nnc(-c2ccc3c(c2)OCO3)o1)NCCc1ccccc1F
→ 8	14	-19	4	18	7	5	-0.3	-3
- COc1ccc(/C=C2\Sc3ccc(C(=O)NCCN4CCCCCC4)cc3N(C)C2=O)cc1
→ 13	18	42	25	-44	-15	14	6.2	2
- CC1CCC(NC(=O)CCCCn2c(=O)[nH]c3ccsc3c2=O)CC1 (stereo not drawn)
→ -3	28	-30	13	-5	3	0	1.9	-4
- Cc1cc(-c2ccccc2)n2ncc(C#N)c2n1
→ 1	15	-23	15	11	3	-1	-0.9	2
- O=C(OCC1OC(n2cnc3c(N(C(=O)c4ccccc4)C(=O)c4ccccc4)ncnc32)C(O)C1F)c1ccccc1 (stereo not drawn)
→ 27	35	26	40	-22	-7	6	9.4	6
- CN(Cc1c(C(=O)N/N=C/c2c(F)cccc2Cl)nnn1-c1nonc1N)c1ccccc1
→ 25	23	-16	43	-22	4	10	1.9	-5
- Cc1nc(SCC(=O)Nc2c(C)n(C)n(-c3ccccc3)c2=O)c(C#N)c(C)c1C
→ 7	4	-30	10	11	-3	-3	-0.4	-3
- CCOc1ccc(NC(=O)COC(=O)Cn2cnnn2)cc1OCC
→ 3	10	-25	1	-11	-1	-2	1.4	2
- CC(C)Cn1c(SC(C)C(=O)NC2CC2)nnc1-c1ccccc1F (stereo not drawn)
→ 20	26	-35	12	10	3	-3	0.2	1
- CCN1C(=O)[C@@H]2[C@@H](c3ccc(SC4CCCCC4)c(OC)c3)N3CCC[C@@]3(C(=O)OC)[C@@H]2C1=O
→ 19	7	14	23	-5	1	7	-1.7	-4
- Cc1cc(C(=O)OCC(=O)Nc2ccccc2C)c(C)o1
→ 8	-7	-23	1	7	9	-4	1.4	-2
- COc1ccc(S(=O)(=O)NNC(=O)c2sccc2-n2cccc2)cc1
→ 8	5	-1	17	8	-8	-2	-1.3	-1
- CCCCn1c(N)c(N(CCOC)C(=O)C2CC(=O)N(Cc3ccc(C)cc3)C2)c(=O)[nH]c1=O (stereo not drawn)
→ 3	0	13	-4	-2	1	-5	-0.1	5
- O=C(COc1ccccc1[N+](=O)[O-])NC1CC1
→ 5	-13	-6	-3	-16	2	-3	-0.7	1
- COc1ccc(NC(=O)CN(C2CCCCC2)S(C)(=O)=O)cc1Cl
→ -6	23	3	20	6	-4	1	-1.2	-4
- COc1cc(C(=O)N2CCN(C3CCCCC3)CC2)cc(OC)c1OC
→ -1	-15	8	-10	-28	2	-1	2.5	-1

An excerpt; the hit share may differ from the screen's.
